Myeloid diff MLP: induction of myeloid progenitor differentiation, primary screen, cell-based, flow cytometry, MLPCN library. ER-HoxA9 myeloid progenitors, lysozyme-GFP differentiation. calls only at 10 µM. hit rate 1% among 360,000;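 active means normalized GFP-positive differentiation at or above the plate's own cutoff, the solvent-only control mean plus 3 SD; inconclusive means no clear call, values can overlap the other calls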;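 further: cells exposed to compound for four days before flow analysis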
Myeloid diff MLP GFP+ MAC1+ %: also measured in Myeloid diff MLP; calls as there; GFP+ MAC1+ double positive, %; measured here: differentiation confirmed by MAC1 staining
* = called active by the depositor; i = inactive; ? = inconclusive; . = no result given; + = active, no number.

SMILES	Myeloid diff MLP	Myeloid diff MLP GFP+ MAC1+ %
O=C1C=C(c2cccc(Cl)c2O)C[C@@H](c2ccc3c(c2)OCO3)C1	i	2.5
Cc1ccc(OCC(=O)N(C)C2CCCCC2)c([N+](=O)[O-])n1	i	1.1
COc1ccc(C(C)(C)C)cc1NC(=O)CCCN1C(=O)NC(C)(C)C1=O	i	1.4
Cc1nn(CC(=O)Nc2ccc3c(c2)CCC3)c(C)c1[N+](=O)[O-]	i	0.5
CCNC(=O)C1(C)CCCN(C(=O)c2ccccc2Br)C1 (configuration not stated)	i	0.6
O=[N+]([O-])c1cc(NS(=O)(=O)c2ccc(Cl)nc2)ccc1Cl	i	0.9
CN1CCN(c2ncnc3c2ncn3[C@H]2CN(Cc3cccnc3)C[C@@H](CO)O2)CC1	i	1.6
CNc1cccc(-c2ccccc2C(C)=O)n1	i	1.4
COC(=O)C1=C(C(=O)OC)[C@@H]2Nc3ccccc3[C@@]23C[C@@H](C(=O)OC)N(C(=O)CC(C)C)C3=N1	i	2.4
CCc1ccc(N2C=C(C(=O)OC)C(c3cccc4ccccc34)C(C#N)=C2N)cc1 (configuration not stated)	i	0.8
COc1ccccc1-c1sc2ccccc2c1-c1ccc(OCCN2CCOCC2)cc1	i	3.6
CC1(C(=O)NS(=O)(=O)c2ccc(F)cc2F)CCN1C(=O)Cc1ccccc1Cl (configuration not stated)	i	0.6
CCCNc1nc(-c2cc(C(=O)Nc3ccccc3)on2)cc(C(C)C)n1	i	2.5
O=C(Nc1ccc2c(c1)OCO2)C1Cc2c(-c3ccc4c(c3)OCO4)ccnc2O1 (configuration not stated)	i	2.0
Cc1ccc(S(=O)(=O)Nc2cccc(C(=O)NCC(c3ccccc3)N(C)C)c2)cc1F (configuration not stated)	i	0.7
Cc1cc(Cl)ccc1C1=CC(=O)C[C@H](c2ccc(F)cc2)C1	i	0.4
N#Cc1ccsc1NC(=O)CSc1nncs1	i	2.0
O=C(O)c1ccc([N+](=O)[O-])cc1	i	0.5
CCCc1cc(=O)[nH]c(SCC(=O)Nc2cc(S(=O)(=O)N3CCCCC3)ccc2C)n1	i	0.4
CCCNC(=O)C1(C)CCN(Cc2ccc(OC)c3ccccc23)C1 (configuration not stated)	i	0.5
Cc1ccc(S(=O)(=O)N(C)c2ccc(OC(=O)CN3C(=O)NC4(CCCC4)C3=O)cc2)cc1C	i	1.3
Cc1ccccc1S(=O)(=O)NC(=O)C1(C)CCN1C(=O)C(C)(C)c1ccccc1 (configuration not stated)	i	0.4
CC1(C(=O)NS(=O)(=O)c2ccc(Cl)s2)CCN1C(=O)Cc1cc(F)ccc1F (configuration not stated)	i	0.6
COc1ccccc1NC(=O)c1cccc(S(=O)(=O)N2CCN(Cc3ccccc3)CC2)c1	i	0.6
O=[N+]([O-])c1ccc(S(=O)(=O)N2CCC3(CC2)OCCN3S(=O)(=O)c2cccs2)cc1	i	0.6
CCc1ccccc1NC(=O)CN1CCN(C(=O)CN2C(=O)NC3(CCCC3)C2=O)CC1	i	0.7
CC(C)c1ncc(CO)n1Cc1c(Cl)cccc1Cl	i	0.5
O=C(c1ccccc1)N(C(=O)c1ccccc1)c1ccccc1	i	0.6
CC(C)(C)OC(=O)N1CCC[C@H]1C(=O)OCC(=O)Nc1cc(S(C)(=O)=O)ccc1Cl	i	1.0
O=C(Cn1nc(C(=O)O)c2ccccc2c1=O)Nc1cc(S(=O)(=O)N2CCOCC2)ccc1Cl	i	2.1
CC(C)(C)c1ccc(S(=O)(=O)NC(=O)C2(C)CCN2C(=O)c2cccc3ccccc23)cc1 (configuration not stated)	i	0.6
CC1(c2nc3ccccc3[nH]2)c2ccccc2C(=O)N1Cc1ccccc1 (configuration not stated)	i	0.7
COc1ccc(/C=C/C(=O)NNC(=O)C(C)Oc2ccccc2F)cc1OC (configuration not stated)	i	0.7
Fc1ccc2cnc(-c3ccccc3)c(-c3cc(C(F)(F)F)cc(C(F)(F)F)c3)c2c1	i	0.8
COc1cc(OC)cc(-c2cc3ncccc3cn2)c1	i	1.1
CCC(C)c1ccccc1NC(=O)C(C)OC(=O)CN1C(=O)NC(C)(C)C1=O (configuration not stated)	i	0.1
CC1(C(=O)NCc2ccccc2)CCC(=O)N1CCc1c[nH]c2ccccc12 (configuration not stated)	i	0.9
OCC[C@H]1C[C@@H](O)[C@H](O)[C@]2(Cc3ccccc3CCO2)O1	i	1.3
O=C(COC(=O)C1=NN(c2ccccc2)C(=O)CC1)Nc1ccc([N+](=O)[O-])cc1C(F)(F)F	i	0.5
CC(=NOC(=O)c1ccc(F)cc1)c1nccs1	i	0.6
Cc1ccc(S(=O)(=O)N2CCCCC2)cc1NC(=O)c1c(-c2ccccc2)noc1C	i	0.4
COc1cccc(CNC(=O)COC(=O)c2nc(Cl)c(Cl)c(Cl)c2Cl)c1	i	0.2
COc1ccc(C2CC(c3cccc(C(F)(F)F)c3)=NN2c2ccc(S(N)(=O)=O)cc2)cc1 (configuration not stated)	i	0.3
CC(=O)c1c(C)[nH]c(C(=O)OCC(=O)c2c(N)n(CC(C)C)c(=O)n(C)c2=O)c1C	i	0.7
O=C(CSc1ncccn1)NC(=O)NC1CCCC1	i	1.5

Part of the list above in order of formula weight, largest number first.
SMILES	Myeloid diff MLP	Myeloid diff MLP GFP+ MAC1+ %
COc1ccc(C2CC(c3cccc(C(F)(F)F)c3)=NN2c2ccc(S(N)(=O)=O)cc2)cc1 (configuration not stated)	i	0.3
O=[N+]([O-])c1ccc(S(=O)(=O)N2CCC3(CC2)OCCN3S(=O)(=O)c2cccs2)cc1	i	0.6
O=C(COC(=O)C1=NN(c2ccccc2)C(=O)CC1)Nc1ccc([N+](=O)[O-])cc1C(F)(F)F	i	0.5
CC(C)(C)OC(=O)N1CCC[C@H]1C(=O)OCC(=O)Nc1cc(S(C)(=O)=O)ccc1Cl	i	1.0
Cc1ccc(S(=O)(=O)Nc2cccc(C(=O)NCC(c3ccccc3)N(C)C)c2)cc1F (configuration not stated)	i	0.7
COc1ccccc1-c1sc2ccccc2c1-c1ccc(OCCN2CCOCC2)cc1	i	3.6
CCc1ccccc1NC(=O)CN1CCN(C(=O)CN2C(=O)NC3(CCCC3)C2=O)CC1	i	0.7
CN1CCN(c2ncnc3c2ncn3[C@H]2CN(Cc3cccnc3)C[C@@H](CO)O2)CC1	i	1.6
CCc1ccc(N2C=C(C(=O)OC)C(c3cccc4ccccc34)C(C#N)=C2N)cc1 (configuration not stated)	i	0.8
COc1ccc(/C=C/C(=O)NNC(=O)C(C)Oc2ccccc2F)cc1OC (configuration not stated)	i	0.7
CC1(C(=O)NCc2ccccc2)CCC(=O)N1CCc1c[nH]c2ccccc12 (configuration not stated)	i	0.9
CCNC(=O)C1(C)CCCN(C(=O)c2ccccc2Br)C1 (configuration not stated)	i	0.6
O=C1C=C(c2cccc(Cl)c2O)C[C@@H](c2ccc3c(c2)OCO3)C1	i	2.5
O=C(c1ccccc1)N(C(=O)c1ccccc1)c1ccccc1	i	0.6
CC(C)c1ncc(CO)n1Cc1c(Cl)cccc1Cl	i	0.5
N#Cc1ccsc1NC(=O)CSc1nncs1	i	2.0
O=C(CSc1ncccn1)NC(=O)NC1CCCC1	i	1.5

2 entries from above, reformatted.
SMILES,Myeloid diff MLP,Myeloid diff MLP GFP+ MAC1+ %
CC(C)(C)OC(=O)N1CCC[C@H]1C(=O)OCC(=O)Nc1cc(S(C)(=O)=O)ccc1Cl,i,1.0
O=C(Cn1nc(C(=O)O)c2ccccc2c1=O)Nc1cc(S(=O)(=O)N2CCOCC2)ccc1Cl,i,2.1

Next entries:
SMILES	Myeloid diff MLP	Myeloid diff MLP GFP+ MAC1+ %
COc1ccccc1CC(=O)Nc1ccc(S(=O)(=O)N2CC(C)CC(C)C2)cc1 (configuration not stated)	i	1.0
CCCCn1c(N)c(N(CC(C)C)C(=O)CSCc2c(C)noc2C)c(=O)[nH]c1=O	i	1.3
CSCCC(NC(=O)c1ccc([N+](=O)[O-])cc1Cl)C(=O)OC(C)C(=O)NCc1ccco1 (configuration not stated)	i	0.6
O=C(COC(=O)c1ccccc1[N+](=O)[O-])Nc1nnc(-c2ccccc2)o1	i	0.3
CCc1nc2c(OCCc3cccc(OC)c3)cccn2c1N(C)C(=O)c1ccc(OC)cc1	i	0.5
O=C(NCCC(=O)N1CCN(c2cccc(Cl)c2)CC1)c1ccc(Br)cc1	i	1.3
Cc1ccc(C)c(NC(=O)COc2coc(CN3CCc4ccccc43)cc2=O)c1	i	0.4
COCCN(C(=O)c1cc(Cl)ccn1)c1c(N)n(Cc2ccccc2)c(=O)[nH]c1=O	i	2.6
COCCN(C(=O)COC(=O)c1ccccc1Nc1ccccc1)c1c(N)n(Cc2ccccc2)c(=O)[nH]c1=O	i	0.9
O=C(COC(=O)Cc1ccsc1)Nc1ccccc1Cl	i	0.6
CCc1noc(C)c1C(=O)OCC(=O)NCc1ccccc1	i	0.5
COc1ccc(C(=O)c2ccc([N+](=O)[O-])cc2)c(OC)c1OC	i	2.0
CCOc1ccccc1OCC(=O)NC1CCSc2ccccc21 (configuration not stated)	i	0.6
COC(=O)c1ccc2nc(-c3ccc(F)cc3)c(Cc3cccc(F)c3)n2c1	i	1.1
CC1=C(C(=O)N(C(C)C)C(C)C)CC(CC(=O)NC2CCCC2)C(=O)N1Cc1ccc(C(C)(C)C)cc1 (configuration not stated)	i	1.1
COC(=O)[C@@]12C[C@@H](CC(=O)N3CCN(C(=O)C4CC4)CC3)C(=O)N(Cc3ccco3)C1=CCC(C)(C)C2	i	1.2
O=C(Nc1ccccc1)C(=O)Nc1ccc2c(c1)N(C(=O)C1CC1)CCC2	i	0.8
O=C(c1ccc2ncsc2c1)N1CCN(c2cccc(C(F)(F)F)c2)CC1	+	3.1*
CC1(C)Cc2cccc(OCC(=O)N3CCN(c4cccc(Cl)c4)CC3)c2O1	i	0.7
CC(NC(=O)c1ccc(S(=O)(=O)Nc2ccccc2)cc1)c1ccc(S(N)(=O)=O)cc1 (configuration not stated)	i	0.4
COc1ccc(C(=O)Nc2cc(S(=O)(=O)N3CCCCC3)ccc2C)cc1	i	0.9
CC1CN(C(=O)c2ccc(S(=O)(=O)Nc3cccc(C(F)(F)F)c3)cc2)CC(C)O1 (configuration not stated)	i	0.8
O=[N+]([O-])c1ccccc1/C=N/NC1=NCCN1	i	0.8
COC(=O)[C@@]12C[C@@H](CC(=O)NCc3cccs3)C(=O)N(Cc3cccc4ccccc34)C1=CCC(C)(C)C2	i	3.1
Cc1ccc(NC(=O)c2nc[nH]c2C(=O)NCCN(CCNC(=O)c2[nH]cnc2C(=O)Nc2ccc(C)cc2)CCNC(=O)c2[nH]cnc2C(=O)Nc2ccc(C)cc2)cc1	i	1.8
Cc1onc(-c2ccccc2)c1-c1nnc(COC(=O)c2ccc(N(C)C)cc2)o1	i	0.8
COCCNC(=O)C1(C)CCCN(Cc2ccc(Cl)c(Cl)c2)C1 (configuration not stated)	i	0.7
CC(=O)NC(C)(c1ccccc1)c1nc(-c2cc(F)cc(F)c2)cs1 (configuration not stated)	i	1.1
C=CC[C@@H](CC(=O)N(CCO)Cc1ccccc1)C(=O)NC[C@H](OC(=O)[C@@H](CC=C)Cc1ccc(F)cc1)c1ccccc1	?	.
Cc1nnc(SCC(=O)N2CCN(c3ccccc3F)CC2)n1C1CC1	i	0.6
CCOC(=O)C1=CCN(S(=O)(=O)c2cccc(Cl)c2)C1c1cccc(F)c1 (configuration not stated)	i	1.0
CCOC(=O)C1=CCC(c2cccc3ccccc23)N(S(=O)(=O)c2ccc(C)cc2)C1 (configuration not stated)	i	1.2
Cn1c(N)c(C(=O)COC(=O)c2cccc(S(=O)(=O)NCc3ccccc3)c2)c(=O)n(C)c1=O	i	0.5
CCc1ccc(C(=O)NNC(=O)Cn2c(=O)cnc3ccccc32)cc1	i	0.3
Cc1ccc(NC(=O)c2nc3nccc(C)n3n2)cc1S(=O)(=O)N1CCCCC1	i	0.2
O=S1(=O)CC(N2CCC(Cc3ccccc3)CC2)CN1CCc1ccccc1 (configuration not stated)	i	1.3
Cc1ccc(Cl)cc1NC(=O)COC(=O)CSc1ccccc1	i	1.4
CS(=O)(=O)Nc1ccccc1C(=O)OCC(=O)N1CCC(c2ccccc2)=N1	i	0.6
COCCN(C(=O)c1ccc2c(c1)S(=O)(=O)N=C1CCCCCN12)c1c(N)n(CC(C)C)c(=O)[nH]c1=O	i	0.5
COc1ccc(C(C)(O)c2nc(-c3cc(F)cc(F)c3)cs2)cc1 (configuration not stated)	i	0.8
C[C@H]1CN([C@@H](C)CO)C(=O)c2cc(C#CCC3CCCC3)cnc2O[C@@H]1CN(C)C(=O)CC1CC1	i	0.5
CCCC(=O)N1CCOCC1c1cc(C(=O)NCc2ccccc2)no1 (configuration not stated)	i	1.3
O=C(OCc1nnc(-c2ccccc2)o1)c1ccc([N+](=O)[O-])o1	i	0.9
CCCc1cc(=O)[nH]c(SCC(=O)N2c3ccccc3NC(=O)C2(C)C)n1	i	0.4
CN(CCc1ccccc1)C(CCc1ccccc1)C(=O)Nc1ccc2c(c1)OCCO2 (configuration not stated)	i	1.4
CCCN(CC(=O)Nc1ccccc1C)C(=O)C1CCN(S(=O)(=O)c2ccccc2C(F)(F)F)CC1	i	1.2
Cc1cccc(C(=O)NCC(=O)OCC(=O)NC2CCCCC2)c1	i	0.9
C[C@H](CO)N1C[C@H](C)[C@H](CN(C)Cc2ccc(C(=O)O)cc2)OCc2ccccc2-c2c(n(C)c3ccccc23)C1=O	i	0.8
CC(C)CC1NC(=O)N(CC(=O)Nc2ccc(-c3ccccc3)cc2)C1=O (configuration not stated)	i	0.3
CCCCOC(=O)c1ccc(NC(=O)COC(=O)c2ccc3ncsc3c2)cc1	i	0.2
COc1ccc(C=NNC(=S)NN=Cc2ccc(OC)c(OC)c2)cc1OC	i	1.2
O=C1Nc2cccc3c2N(CCC3)C2=C1CCC2	i	0.6
COc1ccccc1-c1csc(C(O)c2ccccc2)n1 (configuration not stated)	i	0.6
COc1ccc(-c2ccc(N3C(c4ccsc4)=Cc4ccc(F)cc4C3c3c[nH]c4ccccc34)cc2)cc1 (configuration not stated)	i	1.2
COc1cc(NC(=O)Cn2cnc(C(=O)Nc3ccc(C)c(C)c3)n2)cc(OC)c1OC	i	0.1
O=C(C[C@@H]1C/C=C\CCCC(=O)OC[C@@H](c2ccccc2)NC1=O)NCCO	i	0.6

This is a subset; rates above refer to the full screens.
